OXTR potentiate = potentiators of human oxytocin receptor. P30559. CHO-OTR cells, Fluo-8 calcium fluorescence, potentiator mode; 0% = oxytocin EC15, 100% = EC100. activation, % at 3 µM. 320,000 tested, 0.061% active. AID 2445;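 active = activation above that plate's cutoff, the mean activation of tested compounds plus 3 SD, cut at about 6.6% in these data, passing the limit was not always enough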;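 also: 100% uses oxytocin at 75 nM as the full agonist control; some results filed as inactive read as strong as hits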
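Measured by – Fluo-8 calcium dye fluorescence · Test system – human OTR in CHO cells · Dosing – one concentration, 3.0 µM compound · Controls – EC15 oxytocin alone as 0%, 75 nM oxytocin as 100% · Evaluation – normalized max/min fluorescence ratio, % activation · Timing – 6 min pre-incubation, 100 s read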
M1 ag parental = nonselective activator or artifact in parental CHO-K1 cells | Fluo-8 calcium fluorescence; scaled to maximal ATP response, vehicle zero | activation, % at 3 µM | 360,000 tested, 0.48% active; in the data active = activation above about 15%;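 also: untransfected CHO-K1 host cells lacking M1 receptor as counterscreen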
GPR7 antag = blocks human GPR7 receptor signaling; inhibition, % at 4.4 µM; GPR7-expressing cells, fluorescence antagonist assay; 290,000 tested, 1.1% active; P48145; AID 1861; in the data active = inhibition above about 16%, passing the limit was not always enough;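 also: cells stimulated with the agonist NPW; 0% = agonist with vehicle and 100% = vehicle without agonist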
Target sequence (P48145 whole entry, looked up): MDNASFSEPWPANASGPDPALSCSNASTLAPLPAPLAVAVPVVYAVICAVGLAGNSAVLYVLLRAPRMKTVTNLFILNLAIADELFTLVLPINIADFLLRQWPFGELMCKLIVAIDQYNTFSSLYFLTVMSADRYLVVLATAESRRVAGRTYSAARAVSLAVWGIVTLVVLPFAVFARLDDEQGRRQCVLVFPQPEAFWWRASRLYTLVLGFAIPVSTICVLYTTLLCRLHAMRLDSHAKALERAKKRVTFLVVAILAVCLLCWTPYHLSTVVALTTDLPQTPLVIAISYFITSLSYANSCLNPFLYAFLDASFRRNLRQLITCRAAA
M1 PAM parental = M1 PAM counterscreen hit in parental CHO-K1 cells; ATP EC20, Fluo-8 calcium fluorescence; 0% at ATP EC20, 100% at ATP max; 360,000 tested, 0.02% active; activation, % at 3 µM; AID 602247;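 active = activation above the run cutoff, the mean activation of all test compounds plus 3 SD, cut at about 40% in these data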;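 also: peak over basal fluorescence ratio in a 140 s read after ATP addition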
CHO parental Ca = signal in parental CHO cells, OX1R antagonist counter-screen. parental CHO-K1, ATP-induced calcium, Fluo-8 fluorescence. inhibition, % at 5.6 µM. 330,000 tested, 0.63% active. AID 463079;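 active = inhibition above that plate's mean sample inhibition plus 3 SD, cut at about 26% in these data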;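 also: 0% = ATP-challenged DMSO wells and 100% = DMSO wells without ATP; some compounds past the cut are filed as inactive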
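Material: parental CHO cells / Compound: single nominal dose of 5.6 µM per compound / Signal: Fluo-8 fluorescence / Replicates: singlicate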
TAAR1 antag = human TAAR1 antagonism. CHO RD-HGA16 TAAR1, Fluo-8 calcium fluorescence, antagonist. inhibition, % at 3 µM. 360,000 tested, 1.5% active;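 active = inhibition above a per-plate cutoff, the mean inhibition of test compounds on that plate plus 3 SD, cut at about 49% in these data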;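 also: 0% = DMSO plus EC80 beta-PEA response and 100% = DMSO alone without agonist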
Target sequence (Q96RJ0 whole entry, looked up): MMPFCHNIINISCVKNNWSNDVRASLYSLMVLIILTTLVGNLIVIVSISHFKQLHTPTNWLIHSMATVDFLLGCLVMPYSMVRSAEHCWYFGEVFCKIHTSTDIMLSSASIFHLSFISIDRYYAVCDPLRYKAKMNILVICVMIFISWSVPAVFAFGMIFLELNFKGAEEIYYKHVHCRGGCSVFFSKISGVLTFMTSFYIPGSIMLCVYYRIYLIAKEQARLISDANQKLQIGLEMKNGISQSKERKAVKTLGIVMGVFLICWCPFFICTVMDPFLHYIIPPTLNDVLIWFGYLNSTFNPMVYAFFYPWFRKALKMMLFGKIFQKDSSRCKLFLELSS
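Test system – hTAAR1-expressing CHO RD-HGA16 cells, Gα16-coupled · Also added – β-PEA at EC80 concentration, post-compound challenge · Compound – 3 µM, single point · Incubation – dye loading 75 min at 37 °C, then 30 min room temperature · Measured by – Fluo-8 intracellular calcium dye fluorescence, real-time kinetic reads · Benchmarks – vehicle and agonist controls · Replicates – singlicate, one well per test compound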
OXTR agonist = agonists of human oxytocin receptor | CHO-OTR cells, Fluo-8 calcium fluorescence; normalized: DMSO 0%, oxytocin 100% | AID 2435 | P30559 | activation, % at 3 µM | 320,000 tested, 0.32% active;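 active = activation above the mean of all tested compounds plus 3 SD, cutoff set per screening run, cut at about 20% in these data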;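 also: peak over basal fluorescence ratio from a 100 s FLIPR kinetic read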
V1aR counter = activates human V1a receptor in oxytocin agonist counter-screen. P37288. CHO-V1R cells, Fluo-8 calcium fluorescence, agonist mode; 0% DMSO, 100% 3 nM vasopressin. activation, % at 3 µM. 320,000 tested, 0.25% active;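 active = activation above the mean activation of all tested compounds plus 3 SD, per screening run, cut at about 20% in these data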;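 also: signal is peak over basal fluorescence ratio across a 100 second FLIPR read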
Target sequence (P37288 whole entry, looked up): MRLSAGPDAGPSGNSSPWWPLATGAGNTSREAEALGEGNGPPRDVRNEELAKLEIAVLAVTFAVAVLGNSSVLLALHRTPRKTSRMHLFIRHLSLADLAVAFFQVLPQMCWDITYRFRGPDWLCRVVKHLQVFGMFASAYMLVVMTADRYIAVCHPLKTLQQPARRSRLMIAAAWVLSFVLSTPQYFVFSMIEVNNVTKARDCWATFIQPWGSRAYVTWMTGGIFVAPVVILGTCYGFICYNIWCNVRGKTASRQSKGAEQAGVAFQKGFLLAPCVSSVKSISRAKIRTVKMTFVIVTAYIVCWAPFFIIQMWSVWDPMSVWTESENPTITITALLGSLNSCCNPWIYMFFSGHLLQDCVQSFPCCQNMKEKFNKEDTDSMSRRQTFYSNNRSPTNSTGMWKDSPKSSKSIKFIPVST
CHO-K1 Ca antag = M1 antagonist counterscreen hit in parental CHO-K1 cells; ATP-induced calcium, Fluo-8 fluorescence; inhibition, % at 3 µM; 360,000 tested, 0.6% active; AID 602250;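 active = inhibition above a per-plate cutoff, the plate's mean sample inhibition plus 3 SD, cut at about 24% in these data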;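 also: 0% = DMSO plus EC80 ATP and 100% = DMSO alone without ATP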
* hit, by the source's call; nt = not tested or not shown. Hits appear at their usual frequency (roughly 3.5% active in at least one column).

SMILES	OXTR potentiate	M1 ag parental	GPR7 antag	M1 PAM parental	CHO parental Ca	TAAR1 antag	OXTR agonist	V1aR counter	CHO-K1 Ca antag
CCCCC(CCc1ccccn1)C(=O)c1ccccc1 (stereo unspecified)	nt	-1.2	nt	-15	nt	-19	nt	nt	-5
C[C@@H](C(=O)NCc1ccccn1)[C@H]1C[C@]1(C)[C@H](NC(=O)OCc1ccccc1)c1ccccc1	-15	3.8	2	-8	-25	49*	1.1	-0.8	-9
COc1ccc(-c2[nH]ncc2CN2CCCC(C(=O)c3cccc(OC)c3)C2)cc1 (stereo unspecified)	-9	0.7	-7	-4	-24	8	1.1	1.7	-10
O=C(CCNC(=O)c1ccccc1)NCCc1ccc(Cl)cc1	-4	-0.3	10	-22	-4	5	0.3	-0.4	0
CCOCCn1ccc2c(OCC(=O)Nc3ccc(OC)c(OC)c3)cccc2c1=O	-21	11	nt	15	4	24	8.0	9.7	-12
O=C(Nc1ccc(O)cc1C(=O)O)c1cccc(Br)c1	-7	0.2	-6	18	1	-3	2.4	0.1	-12
O=C(COc1ccc(Cl)cc1Cl)N(C1CCCCC1)C1CCS(=O)(=O)C1 (stereo unspecified)	-5	0.7	nt	12	-16	-5	0.3	0.6	-16
O=C(COC(=O)Cn1[nH]c(=O)c2ccccc2c1=O)NNC(=O)c1ccccc1	-1	0.2	nt	0	-14	7	1.1	0.4	-9
CCN1CCN(C(c2cccs2)C(C)NC(=O)NC2CCCCC2)CC1 (stereo unspecified)	-6	0.2	3	0	-5	-4	0.8	0.6	-5
CC(C)OCc1c(C(=O)OC/C(O)=C(\C#N)c2nc3ccccc3[nH]2)oc2ccccc12	-7	0.3	-7	10	-13	0	-0.1	-0.5	4
Cc1ccc2nc(SCC(=O)Nc3ccccc3N3CCOCC3)c(C#N)cc2c1	-6	0.1	-9	6	-13	4	0.4	2.8	-9
COc1ccc(C2c3ccc(O)cc3Oc3ncn4nc(-c5ccccn5)nc4c32)cc1OC (stereo unspecified)	-10	3.2	-8	24	1	17	4.0	2.3	-10
COc1ccc(C(C)=O)cc1COC(=O)CNC(=O)c1cc(C)cc(C)c1	-8	2.8	0	2	-19	4	0.2	-0.1	-3
CC(C)CC(=O)Nc1cccc(-c2cn3ccsc3n2)c1	-6	0.9	-1	20	-16	-5	1.7	0.8	-10
Cn1ccnc1SCC(=O)Nc1cccc(S(=O)(=O)N2CCCCCC2)c1	-8	1.5	0	12	-27	17	-0.4	0.4	-3
C#CCOc1ccc(C2C3=C(CC(C)(C)CC3=O)N(CC(=O)O)C3=C2C(=O)CC(C)(C)C3)cc1	-6	4.0	-5	19	-8	0	-0.5	0.3	-5
Cc1ccc2c(c1)N(S(=O)(=O)c1cc(-c3cc(C)no3)ccc1C)CCO2	-7	0.6	-10	-1	-11	4	0.4	0.8	-7
c1cnc2ccc(C(c3nnnn3C3CCCCC3)N3CCCCC3)cc2c1 (stereo unspecified)	-5	0.1	-1	13	-24	5	-2.3	0.4	-1
O=C(NCc1ccco1)c1cccc(NC(=O)c2ccco2)c1	2	0.8	-6	15	0	10	0.7	0.0	-17
CCNC(=O)N(C)c1c(CC)nc2ccc(C(=O)Nc3cccc(OCC(=O)N(C)C)c3)cn12	nt	-0.1	nt	-18	nt	-14	nt	nt	14
FC(F)(F)c1cccnc1N1CCN(c2ncnc3nc[nH]c23)CC1	-7	0.9	-5	-14	0	7	1.0	1.5	16
COc1ccc(C)cc1NC(=O)C1CCCCC1C(=O)O (stereo unspecified)	-8	-0.2	-4	1	0	-2	1.6	1.5	-1
Cn1c(SCC(=O)Nc2cccc(NC(=O)c3cccs3)c2)nnc1-c1ccncc1	-17	0.3	-12	20	-15	6	-1.6	-0.3	-15
Cc1ccc(Nc2nc(N)nc(CSc3nccn3C)n2)cc1	-1	2.3	7	20	-14	-9	-1.0	-0.3	-11
O=C(CNC(=O)c1ccccc1Cl)OC1CCOC1=O (stereo unspecified)	-7	1.8	5	14	6	-9	-0.5	0.5	-9
C=CCc1cccc(CNc2nc3ccccc3n2C)c1O	-12	1.4	-19	17	2	4	0.0	1.6	-10
CNC(=O)C1(C)CCN1C(=O)c1ccccc1CCc1ccccc1 (stereo unspecified)	nt	0.2	nt	-4	nt	-7	nt	nt	-6
Cc1ccc(C)c(C(=O)CSc2n[nH]c(C)n2)c1	1	0.4	10	15	0	-7	-0.2	0.8	1
COc1cc(NC(=O)NCCN2CCN(c3ccccc3)CC2)cc(OC)c1OC	-7	-0.1	2	9	-8	18	-0.2	0.2	-2
Cc1ccccc1N1CCN(C(=O)C2CCCCC2)CC1	-20	-0.5	-6	1	-8	-12	-1.0	-1.5	10
Cc1cccc(C(=O)O/N=C(\N)c2cccc([N+](=O)[O-])c2)c1	-2	-0.1	3	-6	-9	nt	-0.9	1.8	4
CCOc1c(Nc2ccccc2O)c(=O)c1=O	-2	8.9	-12	14	-7	6	-0.1	2.1	-8
COCCCNS(=O)(=O)c1ccc(Cl)c(C(F)(F)F)c1	-2	0.1	-21	-7	-18	8	-0.6	0.6	0
COc1ccc(NC(C)=O)cc1NC(=O)CN1CCN(c2ccccn2)CC1	-9	0.7	3	19	5	nt	-0.5	-0.3	-19
O=C(O)CSc1nnc(-c2ccc(Cl)cc2Cl)n1Cc1ccccc1	-3	0.2	-7	-10	-12	-14	1.1	0.8	-21
COc1ccc(CCN2CN(S(=O)(=O)c3ccc(C)cc3)c3nc4ccccc4nc32)cc1OC	-3	0.2	-8	16	-17	-38	0.1	-0.5	-9
O=C(Nc1c2c(nn1-c1ccc(F)cc1)CS(=O)(=O)C2)C1CCCC1	-3	-0.4	6	-12	8	-19	0.3	-0.7	-6
OCCNc1ccc(Cl)cc1	-7	-0.5	-9	7	5	15	0.2	-0.7	-3
O=S(=O)(Nc1c(S(=O)(=O)c2ccccc2)c2nc3ccccc3nc2n1C1CCCCC1)c1ccccc1	1	1.2	1	5	-8	4	1.4	-0.1	11
O=C(O)CC(SCC(=O)Nc1ccc(S(=O)(=O)N2CCCC2)cc1)C(=O)O (stereo unspecified)	-22	0.1	-5	16	8	6	-0.3	-0.2	4
N/C(=N\OS(=O)(=O)c1ccccc1)c1ccccn1	-2	3.2	-4	23	1	-4	1.8	0.1	-12
CC(NC(=O)c1ccccc1Cl)NC(=O)c1ccccc1Cl	nt	0.2	-4	11	nt	9	nt	nt	6
CCOC(=S)SCC(=O)N1CCc2ccccc2C1C1C(=O)CC(C)(C)CC1=O (stereo unspecified)	-8	0.2	-4	10	-2	14	-1.1	0.0	-9
COCCn1nnnc1CN1CCC(C)CC1	-3	1.6	-8	6	3	-8	-0.4	-0.3	-1
O=C(CCN=C1NS(=O)(=O)c2ccccc21)OCc1nnc(-c2ccc([N+](=O)[O-])cc2)o1	-1	1.1	nt	10	-9	-10	0.2	1.3	-8
N#CCSc1nnc2sc3ccccc3n12	1	0.3	-8	3	-3	0	0.1	-0.5	-9
Cc1nc(NC(=O)CSc2nccn2C)sc1C(=O)N(C)C	-13	1.0	-9	21	0	-21	0.5	1.2	-14
CC(C)CC(=O)NC1(C(F)(F)F)C(=O)Nc2c1c(=O)[nH]c(=O)n2Cc1ccco1 (stereo unspecified)	-13	-0.1	-3	2	-14	5	0.3	0.3	-3

3 of the compounds above, bar-delimited.
structure | OXTR potentiate | M1 ag parental | GPR7 antag | M1 PAM parental | CHO parental Ca | TAAR1 antag | OXTR agonist | V1aR counter | CHO-K1 Ca antag
CCOC(=S)SCC(=O)N1CCc2ccccc2C1C1C(=O)CC(C)(C)CC1=O (stereo unspecified) | -8 | 0.2 | -4 | 10 | -2 | 14 | -1.1 | 0.0 | -9
COCCn1nnnc1CN1CCC(C)CC1 | -3 | 1.6 | -8 | 6 | 3 | -8 | -0.4 | -0.3 | -1
O=C(CCN=C1NS(=O)(=O)c2ccccc21)OCc1nnc(-c2ccc([N+](=O)[O-])cc2)o1 | -1 | 1.1 | nt | 10 | -9 | -10 | 0.2 | 1.3 | -8

(continued)
SMILES	OXTR potentiate	M1 ag parental	GPR7 antag	M1 PAM parental	CHO parental Ca	TAAR1 antag	OXTR agonist	V1aR counter	CHO-K1 Ca antag
COC(=O)c1cc(NC(=O)CN(c2cccc(OC)c2)S(=O)(=O)c2ccccc2)ccc1Cl	-2	6.3	-15	7	-22	40	-0.8	2.8	4
COc1cc(NC(=O)CCn2c(=S)[nH]c3ccccc3c2=O)cc(OC)c1OC	nt	1.0	nt	20	nt	-15	nt	nt	-12
O=C(Nc1cccc2ccccc12)c1ccccc1NS(=O)(=O)c1cccc2cccnc12	-9	-0.2	-1	-9	-17	4	-0.2	4.2	7
CN1CCN(C(=O)c2cnn(-c3ccccc3)c2NC(=O)c2ccccc2Br)CC1	-3	1.0	-9	-14	-14	-4	0.0	-0.3	-4
COc1ccccc1NS(=O)(=O)c1ccc2c(c1)CCN2C(=O)CCC(=O)O	-2	1.0	-5	15	-5	4	1.7	0.6	-6
C=CCN1C=CC(=C/C=C(/C#N)C(=O)OCC)C=C1	-8	9.0	-2	-7	11	21	29*	21*	4
C/C=C/n1ccnc1CC(O)(c1ccccc1)c1ccc(C)cc1 (stereo unspecified)	0	1.4	nt	24	-15	-16	-2.7	-0.3	-11
CC(Oc1ccccc1)C(=O)Nc1cc(Cl)ccc1-n1cncn1 (stereo unspecified)	-5	-0.3	nt	-16	-15	0	-2.1	-0.8	3
COCCN1C(=O)CCC1(C)C(=O)Nc1ccc2ccccc2c1 (stereo unspecified)	nt	0.5	nt	-1	nt	-17	nt	nt	19
CC(=O)Nc1cccc(OCC(=O)Nc2ccc(F)cc2)c1	-17	2.1	-12	10	-16	-2	-0.5	-0.2	-4
CC(=O)N1CCN(Cc2nc3cc(NC(=O)c4ccc(Cl)cc4)ccc3n2C)CC1	-4	-0.1	-8	-8	-11	11	0.2	-0.3	-10
Cc1ccc(C2NC(=S)NC3=C2N2CCC3CC2)cc1 (stereo unspecified)	-4	0.4	-5	13	-8	13	0.0	0.5	-1
Cc1ccc(-c2ccccc2C2=CC(=O)CC(C)(C)C2=O)cc1	nt	0.8	nt	27	nt	-36	nt	nt	-15
Cc1cc(-c2csc(N)n2)c(C)n1C	-20	-0.2	-5	8	5	10	0.9	1.8	13
CN(C)C(=S)NC(=S)Nc1ccc2ccccc2c1	nt	6.9	nt	20	nt	19	nt	nt	-7
CN(C)S(=O)(=O)c1cccc(NC(=O)c2ccc(S(=O)(=O)N3CCCCC3)cc2)c1	-10	4.2	nt	-6	4	11	1.4	2.5	5
CCOC(=O)N1CCN(Cc2nc3cc(NC(=O)c4ccco4)ccc3n2CC)CC1	-4	4.2	-6	14	-4	-2	0.7	2.3	-9
Cc1ccc(CC(=O)NNC(=O)c2cccs2)cc1C	nt	1.1	nt	2	nt	-7	nt	nt	-2

Screening results (PubChem)
